G9a inh = inhibitors of human histone lysine methyltransferase G9a. 350,000 tested, 8.8% active. AID 504332. G9a H3K9 monomethylation, AlphaScreen, 2 h. Potency, µM (doses to about 102 µM), without a hit: top-dose activity, negative = inhibition, actives largely listed as inhibitors; note: potency is the fitted concentration of half-maximal effect; % is set by controls: 0 for no effect and ±100 for the full control effect; nearly all actives have a fitted effect of over 75% in size
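Quantitative HTS format: methyltransferase activity on a biotin-tagged H3K9 peptide is measured by AlphaScreen, using a rabbit anti-monomethyl-H3K9 antibody with streptavidin donor and anti-IgG acceptor beads. Final levels are 20 nM enzyme, 500 nM peptide, 20 uM SAM; 2 h RT.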
PI4K2A inh = PI4K2A (human) kinase inhibition; Q9BTU6; purified PI4K2A, ADP-Glo luminescence, 1 h; active compounds read low; activity change, negative = inhibition, % at 76.9 µM; 420,000 tested, 0.13% active; AID 1346378; in the data active = activity change below about -50%; inconclusive = mostly about -30% to -49%;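 note: -100% = wells without enzyme as full effect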
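ADP-Glo luminescence measured ADP generated by PI4K2A enzyme (4 ug/mL before mixing) with 1.2 mM PI substrate (pre-mix) and 300 microM ATP (pre-mix). Tris pH7.5 buffer with MgCl2, Triton X-100; 1 h reaction at ambient temperature.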
Tb PGK inh = inhibitors of T. brucei phosphoglycerate kinase | AID 602233 | Potency, µM (titrated, usually from 57.5 µM), for the others: at the top dose activity change, negative = inhibition, actives largely listed as inhibitors | 380,000 tested, 0.043% active | PGK/GAPDH coupled, Kinase-Glo luminescence, 60 min; note: potency is the fitted concentration of half-maximal effect; % is set by controls: 0 for no effect and ±100 for the full control effect; nearly all actives have a fitted effect of over 60% in size
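Luminescent ATP detection (Kinase-Glo Plus) follows a 60-minute room-temperature incubation, with wells lacking PGK as controls. Buffer: 100 mM TEA (pH 7.6), 5 mM MgCl2, 0.01% Tween-20. Coupling enzyme GAPDH (100 nM final) supplies unstable 1,3-BPG in-well.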
HP1b binding inh = blocks HP1-beta chromodomain binding to methylated histone tails; AlphaScreen HP1-beta / biotin-H3K9me3 peptide binding; 390,000 tested, 0.56% active; P83916; Potency, µM (series often up to 114 µM), inactives show at the highest dose activity change, negative = inhibition, usual class: inhibitors; note: potency is the fitted concentration of half-maximal effect; nearly all actives have a fitted effect of over 70% in size; inactives centre near 23
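Compound inhibition of the preformed complex between 50 nM HP1-beta and 50 nM biotinylated H3K9me3 peptide was read by AlphaScreen. Buffer was PBS pH 7.4 with 0.01% Tween-20. Incubations ran 30 min at room temperature, with 10 ug/mL donor/acceptor beads.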
Pol eta inh = inhibitors of human DNA polymerase eta; Q9Y253; recombinant Pol eta, fluorescent DNA replication assay; Potency, µM (titrated, usually from 114 µM), inactives show at the top dose activity change, negative = inhibition, usual class: inhibitors; 390,000 tested, 1.2% active; note: potency is the fitted concentration of half-maximal effect; % is set by controls: 0 for no effect and ±100 for the full control effect
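Pol eta (10 nM) was preincubated with compounds for 15 min at room temperature, after which fluorescent replication substrate (50 nM final) was added to start the reaction. Fluorescence was read kinetically at 0 and 10 min.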
JMJD2A Tudor = blocks the human JMJD2A Tudor domain. AlphaScreen JMJD2A-Tudor / H3K4me3 peptide binding. Potency, µM (series often up to 114 µM), without a hit: at the top dose activity change, negative = inhibition, actives largely listed as inhibitors. 390,000 tested, 4.4% active. AID 504339; note: potency is the fitted concentration of half-maximal effect; % is set by controls: 0 for no effect and ±100 for the full control effect; nearly all actives have a fitted effect of over 50% in size
GLS inhibitor = inhibitors of human glutaminase (GLS); O94925; GLS enzymatic activity, qHTS titration; Potency, µM (doses to about 45.5 µM), inactives show at the highest dose activity change, negative = inhibition, most hits filed as inhibitors; 410,000 tested, 0.21% active; note: potency is the fitted concentration of half-maximal effect; % is set by controls: 0 for no effect and ±100 for the full control effect
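Assay buffer: 45 mM KH2PO4 pH 8.2, 0.02% Tween-20. hKGA acts on L-glutamine (1 mM solution added); product glutamate is reported by an oxidase/peroxidase Amplex Red coupling, with fluorescence taken at baseline and 30 min.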
BAZ2B block = inhibitors of human BAZ2B bromodomain. AlphaScreen BAZ2B-H3K14Ac peptide displacement. Potency, µM (top dose mostly 114 µM), inactives show at the highest dose activity change, negative = inhibition, hits mostly inhibitors. 360,000 tested, 4.4% active. AID 504333; note: potency is the fitted concentration of half-maximal effect; % is set by controls: 0 for no effect and ±100 for the full control effect; nearly all actives have a fitted effect of over 60% in size
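Compounds, titrated to a top concentration of 110 uM, were incubated 30 min at room temperature with preformed BAZ2B/acetyl-K14 H3 peptide complex (50 nM each). Proximity signal was measured by AlphaScreen after 20 min with beads.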
Pin1 inh = human Pin1 inhibition | Q13526 | Pin1 FP peptide displacement, HiFluor488, 10 min | Potency, µM (titrated, usually from 115 µM), without a hit: at the top dose activity, negative = inhibition, usual class: inhibitors | 390,000 tested, 0.009% active; active = well fitted inhibition curve with a large enough effect in the polarisation, with a control signal flat, not every such curve was filed as active; inconclusive = small, poorly fitted or top-dose-only effect, or effect the other way, or a change in a side signal; inactive = no such curve, though single readings can be large or run the other way; the % refers to the polarisation; note: potency is the fitted concentration of half-maximal effect; % is set by controls: 0 for no effect and ±100 for the full control effect
* marks the source's active call; other numbers are inactive results; i = inactive; ? = inconclusive; . = no result given; ! = not active in a repeat; [ ] = remark or other dose. Unless noted, calls come from the whole dose curve; as a rule, active = well fitted curve in the direction sought with a large enough effect; inconclusive = small, poorly fitted or top-dose-only effect, or another doubt; inactive = no such curve, though single readings can be large; an effect the other way counts as inactive or inconclusive. An excerpt; the hit share may differ from the screen's.

Under each structure: G9a inh, GLS inhibitor, Pin1 inh, PI4K2A inh, JMJD2A Tudor, HP1b binding inh, Tb PGK inh, BAZ2B block, Pol eta inh
#1 CCN(CC)S(=O)(=O)c1cccc(NC(=O)COc2ncnc3sccc23)c1
  -5%, 5%, -1%, 3, -6%, 42%[activator], 5%, -12%, -6%
#2 CCOC(=O)c1c(SCC(=O)Nc2nc3ccccc3s2)nc(=O)[nH]c1C
  -5%[59 µM], 13%, 8%, -1, -17%, 39%, 9%, -10%, -22%
#3 Cc1ccc(C2CC(=O)C=C(Nc3ccc(Cl)cc3)C2)cc1 (stereo not given)
  -3%, -22%, -1%, 4, -9%, 26%, -3%, 3%, -4%
#4 Cc1ccc(C)c(N2CCN(CCCNC(=O)c3cnn(-c4ccccc4Cl)c3C3CCN(C(=O)OC(C)(C)C)CC3)CC2)c1
  ?, -1%, -1%, 1, ?, 7%, -7%, -30%[57.1 µM], -30%
#5 CC1=CC2=NC(=O)/C(=C\c3cccn3CCOc3cc(C)cc(C)c3)C(=N)N2O1
  40µM*, -1%, 83%[activator], 2, ?, -10%, -2%, ?, -12%
#6 O=C(Cn1cncn1)N/N=C/c1ccc(Cl)cc1
  18%, 0%, 2%, -5, 0%, 21%, -8%, -6%, -22%
#7 CCCN1CC(=O)N2C(c3cccc(OC)c3OC)c3[nH]c4ccccc4c3C[C@H]2C1=O (stereo not given in full)
  5%[2.33 µM], 13%, 2%, -6, -15%, 18%, 0%, -37%, -3%
#8 CCOC(=O)C1CCC2(CC1)C(C#N)=C(N)Oc1n[nH]c(C)c12 (stereo not given)
  25%[59 µM], 26%, -6%, -1, -10%, 27%, -3%, 2%, -22%
#9 Cc1ccc(C(C)C)c(OCC(=O)Nc2cccc(NC(=O)c3ccco3)c2)c1
  -7%[59 µM], -4%, 3%, 0, -18%, 13%, i, -6%, -19%
#10 CCOc1ccc(OCCC(=O)OC(C)C(=O)Nc2ccc(C(C)=O)cc2)cc1 (stereo not given)
  34%, -6%, -1%, -3, -22%, 24%, -8%, -35%, -19%
#11 CC(=O)NC(Cc1cc(C)ccc1C)C(=O)N1CCN(C(=O)c2ccc(Br)cc2)CC1 (stereo not given)
  ., 1%, 0%, -2, -3%, 21%[57 µM], -8%, -20%, -3%
#12 CC(=O)Nc1ccc(NC(=S)Nc2ccccc2)cc1
  -29%, 14%, -1%, -2, -7%, 26%, 1%, 11%, -9%
#13 CCc1cccc(C)c1NC(=S)NCc1ccccc1
  32%[59 µM], -9%, -9%, 0, -11%, 16%, -6%, -8%, 1%
#14 N#Cc1c(NC(=O)C2CCCO2)sc2c1CCCCCC2 (stereo not given)
  ?, 6%, -5%, 5, -16%, 18%, 1%, 8%, -8%
#15 O=C(CN1CCOc2ccccc21)NCc1ccc(F)cc1
  ?, 19%, -5%, -3, -13%, 44%[activator], -8%, -9%, -26%
#16 CC(=O)Nc1sc2c(c1C(c1cccs1)N1CCOCC1)CCCC2 (stereo not given)
  ?, 17%, -3%, -5, ?, -3%, 8%, -28%, -5%
#17 Cc1c(N2C(=O)/C(=C\c3ccccc3O)SC2=S)c(=O)n(-c2ccccc2)n1C
  1.8µM*, -5%, -1%, 1, 18µM*, ?, i, -30%, -10%
#18 COc1ccc(-c2c(C)sc(NC(=O)c3ccnn3C)c2C#N)cc1
  -2%, -1%, 7%, -4, 5%, 27%, 7%, 1%, -19%
#19 CCCCN(S(=O)(=O)c1ccccc1)S(=O)(=O)c1ccccc1
  106%[activator], -5%, -2%, -2, 62%[activator], 115%[activator], i, 24%, -14%
#20 CCOC(=O)CCCCC(=O)NC(CO)C(=O)NC (stereo not given)
  0%[59 µM], 3%, -1%, 2, -17%, 26%, i, -3%, -10%
#21 CCc1ccc(NC(=O)CN2C(=O)COc3ccc(S(=O)(=O)N4CCCC4)cc32)cc1
  7%, -7%, -6%, -1, -5%, 77%[activator], i, -14%, -11%
#22 NC(=O)C1CCN(C(=O)N2c3ccccc3Sc3ccccc32)CC1
  -13%, 8%, -1%, -8, -23%, 38%, i, -25%, -7%
#23 CCN1CCc2nc3ccccc3c(C(=O)Nc3ccc(NC(C)=O)cc3)c2C1
  3%, 1%, 3%, 3, -9%, 63%[activator], -2%, -5%, -11%
#24 CCOc1ccc(Oc2c(/C=N/NC(C)=O)c(C)nn2-c2ccccc2)cc1
  10%, 4%, 5%, -9, -10%, 30%, -1%, 1%, -12%
#25 Cc1ccc(C)c(NC(=O)CSc2nnc(CCNC(=O)OC(C)(C)C)o2)c1
  -10%, 5%, 0%, -1, 6%, 28%, -1%, 6%, -8%
#26 CCOC(=O)c1nn(-c2ccccc2F)c(C)c1C(C)=O
  21%, 0%, 6%, -4, -10%, 13%, -1%, 5%, 3%
#27 Cc1ccc(NC(=S)NCc2ccccc2)c(C)c1
  -8%, -20%, -2%, -1, -21%, 42%[activator], -6%, -30%, -15%
#28 Cc1ccc(-c2cc(C(=O)O)n[nH]2)o1
  -4%[12.7 µM], -2%, -15%, -4, 25µM*, 14%, -5%, -5%, -10%
#29 COc1ccc(NC(=O)Nc2cc(-c3cn4cccnc4n3)ccc2C)cc1
  1%[59 µM], -6%, 3%, 13, -4%, 51%[activator], -5%, -28%, -19%
#30 O=C(NCCN1CCOCC1)NC1(C(F)(F)F)Oc2ccccc2O1
  ?, 0%, -6%, 5, -2%, 47%[activator], 18%, 9%, 1%
#31 O=C(O)c1ccc(CN(c2ccccn2)S(=O)(=O)c2ccccc2)cc1
  2%[59 µM], 0%, -7%, 0, -5%, 47%, 8%[11.5 µM], 10%, -1%
#32 COc1ccc(N2C(=O)CCC2(C#N)c2ccc(Br)cc2)cc1 (stereo not given)
  13%, -3%, 7%, -2, -2%, 32%, -3%, 7%, -11%
#33 CC(C)CN(C(=O)COC(=O)C12CC3CC(CC(O)(C3)C1)C2)c1c(N)n(Cc2ccccc2)c(=O)[nH]c1=O
  ., -1%, ., 0, ., ., 6%, ., -2%
#34 Cc1ccnc(SCC(=O)N2CCCc3ccccc32)n1
  ., -2%, -4%, -4, 5%, 26%, -5%, 8%, -11%
#35 O=C(COC(=O)/C=C/c1ccc(Cl)cc1)Nc1ccc2c(c1)OCCO2
  ?, -6%, 0%, -1, -15%, 20%, -2%, 11%, -11%
#36 CCCCNC(=O)N1CCCC(C(=O)c2cc(C)c(OC)c(C)c2)C1 (stereo not given)
  5%, -5%, -9%, -2, -6%, 26%, i, -3%, 0%
#37 Cc1ccc(NC(=O)CSc2nc(=O)n(CCN(C)C)c3c2CCCC3)c(C)c1
  7%[0.501 µM], -11%, -1%, 1, 0%, 19%, 1%, 2%, -17%
#38 O=C(C1CCCN1S(=O)(=O)c1ccc(Cl)c(Cl)c1)N1CCOCC1 (stereo not given)
  6%, -9%, -8%, 0, 21%, 75%[activator], -1%, 4%, -14%
#39 CCOC(=O)c1csc(NC(=O)c2ccc(S(=O)(=O)N(C)C)cc2)n1
  0%[59 µM], 0%, 0%, -1, -8%, 14%, ., ., 12%
#40 CCCn1nc(C(=O)OCn2nnc3ccccc3c2=O)c2ccccc2c1=O
  21%[59 µM], -3%, -2%, -6, 1%, 46%[activator], 7%, -3%, -4%
#41 CC(C)(C)c1nc(NCCN2CCOCC2)c2nnn(Cc3ccccc3Cl)c2n1
  -36%[59 µM], 4%, 1%, 3, -23%, -2%, -4%, -39%, -4%
#42 O=C(CSc1ncn[nH]1)N1N=C(c2ccc(Cl)cc2)CC1c1ccco1 (stereo not given)
  ?, -2%, 1%, -5, -29%, 27%, i, 14%, -3%
#43 CSC(=NC#N)N1CCN(C(=NC#N)SC)CC1
  12%[59 µM], 9%, 0%, 1, -1%, 44%[activator], 7%, -1%, 11%
#44 CCOC(=O)c1nn(-c2ccc(C)cc2)c(C)c1C(C)=O
  -10%[59 µM], 3%, -1%, 0, 7%, 20%, -3%, 8%, 12%
#45 O=S1(=O)CCN(C2CCCCCC2)CC1
  ., -2%, ., 2, ., ., -3%, ., 3%
#46 CC1(C)Oc2ccc(C(=O)NC3CCCCC3)cc2N(CC#N)C1=O
  -20%, -1%, 77%[activator], 9, -7%, 19%, -5%, 3%, -19%
#47 Cc1ccc(S(=O)(=O)/N=C(/Sc2ccccc2C(=O)O)c2ccccc2)cc1
  ., -7%, ?, 4, -22%, 22µM*!, 4%, -22%, -6%
#48 Cc1sc(NC(=O)CN2CCOCC2)nc1-c1ccc2c(c1)CCN2S(=O)(=O)c1ccccc1
  ?, 9%, 21%, 0, -26%, -15%, ., ?, -8%
#49 C#CCOCCOCCOCCNc1nc(N2CCN(C(=O)CCCCCCCCCCNC(=O)[C@@H](CCC(=O)O)n3cc(CCCCCN)nn3)CC2)nc(N2CCN(C(=O)CCCCCCCCCCNC(=O)[C@H](CCCCN)n3cc(C[C@@H](C)CC)nn3)CC2)n1
  -16%[2.33 µM], ?, 31%[activator], -1, 56µM*, -3%, -4%, ?, 89µM*
#50 COc1ccc(CCNCc2c(C(=O)O)c(C)n(Cc3ccccc3C)c2C)c(OC)c1
  -3%[59 µM], -6%, -4%, 1, -12%, 20%, 7%, -10%, -16%
#51 O=C(Nc1ccc2nc(N3CCOCC3)sc2c1)c1cc2ccccc2o1
  ., -1%, ., -5, ., ., -7%, ., -9%
#52 COC(=O)CSc1nnc2n(-c3ccccc3)c(=O)c3c4c(sc3n12)COC(C(C)C)C4 (stereo not given)
  -43%[59 µM], -10%, -1%, 6, -5%, 42%[activator], 2%, 7%, -7%
#53 COc1ccc(C(=O)CSc2nnc(-c3ccc(C)cc3)o2)cc1
  ?, 3%, 4%, 2, -11%, 7%, -6%, 5%, -2%
#54 COc1ccc(-c2ccc3c(c2)O/C(=C\c2ccsc2)C3=O)cn1
  ., -4%, 97%[activator], -3, -25%, 15%, -2%, ., -3%
